Menin MLL FP TR: menin-MLL binding inhibition, Texas Red mutant peptide; 0.23% of 270,000 active; O00255; Potency, µM (top dose mostly 61.6 µM), for the others: at the highest dose FP activity change, negative = inhibition, most hits filed as inhibitors; Menin + Texas Red MLL mutant peptide, fluorescence polarization; active means well fitted inhibition curve with a large enough effect in the polarisation, with a control signal flat, not every such curve was filed as active; inconclusive means small, poorly fitted or top-dose-only effect, or effect the other way, or a change in a side signal; inactive means no such curve, though single readings can be large or run the other way; the % refers to the polarisation; further: potency means the concentration at half of the fitted maximal effect; % of control where 0% means no effect; many of its hits are not listed in these tables
MLL CXXC-DNA inh: blocks binding of human MLL CXXC domain to DNA | Q03164 | MLL-CXXC / FITC-HOXA9 DNA fluorescence polarization | Potency, µM (series often up to 115 µM), without a hit: top-dose activity change, negative = inhibition, usual class: inhibitors | 0.037% of 290,000 active | AID 2662; active means well fitted inhibition curve with a large enough effect in the polarisation, with a control signal flat, not every such curve was filed as active; inconclusive means small, poorly fitted or top-dose-only effect, or effect the other way, or a change in a side signal; inactive means no such curve, though single readings can be large or run the other way; the % refers to the polarisation; further: potency means the concentration at half of the fitted maximal effect
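Purified MLL-CXXC (added from a 7 uM solution) was preincubated 5 min at ambient with pinned compounds in 50 mM Tris-HCl pH 7.5, 50 mM NaCl, 1 mM DTT, 0.05% BSA. Fluorescein-labeled HOX-A9 DNA (50 nM solution) followed, 30 min, then polarization read.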
TSHR antagonist: antagonists of human thyroid stimulating hormone receptor | P16473 | 0.2% of 330,000 active | TSHR-expressing cells, TSH-stimulated cAMP HTRF, 2 h; active compounds read low | AID 504810 | activity change, negative = inhibition, % at 11.5 µM;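 active means activity change below a set negative limit, meaning inhibition stronger than a set level, cut at about -70% in these data; inconclusive means activity change between two set negative limits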; further: on the % scale 0 is the no-effect control and ±100 the full control effect
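Cell-based HTRF cAMP assay; TSHR cells + compound, TSH EC80 (4nM final), 2 h, 37 deg C. Lysis with anti-cAMP cryptate and cAMP-d2, 30 min RT, read 665/620 nm.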
TSG101-PTAP inh: blocks PTAP/TSG101 interaction to inhibit HIV-1 budding. Q99816. Fluorescence polarization, FITC-PTAP peptide / Tsg101 binding. Potency, µM (top dose mostly 115 µM), without a hit: top-dose activity change, negative = inhibition, most hits filed as inhibitors. 340,000 tested, under 10 active; active means well fitted inhibition curve with a large enough effect in the main read-out, with a control signal flat, not every such curve was filed as active; inconclusive means small, poorly fitted or top-dose-only effect, or effect the other way, or a change in a side signal; inactive means no such curve, though single readings can be large or run the other way; further: potency means the concentration at half of the fitted maximal effect; % of control where 0% means no effect
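Fluorescence anisotropy tracks displacement of a FITC-tagged PTAP peptide (50 nM) from the Tsg101 binding domain (10 uM), following a 20 min room-temperature incubation at pH 7.5.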
TCR activator: T cell receptor activation; primary human leukocytes, anti-CD3, IL-2 HTRF, 48 h; Potency, µM (highest dose often 9.22 µM), inactives show top-dose activation of IL-2 secretion, actives largely listed as activators; 330,000 tested, under 10 active; AID 504894; further: % of control where 0% means no effect
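Primary human leukocytes incubated 48 hr with anti-CD3 beads plus compound, without co-stimulation. Secreted IL-2 measured by HTRF (europium cryptate/d2 anti-IL-2 pair, 320 nm excitation, 665 nm emission).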
Mito fusion yeast: blocks mitochondrial division or promotes mitochondrial fusion; S. cerevisiae fusion-defective mutant growth rescue, CellTiterGlo 48 h; Potency, µM (titrated, usually from 46.1 µM), inactives show at the highest dose growth rescue (activation), most hits filed as activators; 0.23% of 320,000 active;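 further: potency means the concentration at half of the fitted maximal effect; % of control where 0% means no effect; nearly all actives have a fitted effect of over 45% in size; temperature-sensitive fusion mutants such as fzo1-1 at 37 °C on non-fermentable ethanol glycerol medium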
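Luminescent cell viability in 1536-well qHTS format served as the measure of rescued growth in ts fusion-mutant S. cerevisiae cultured on non-fermentable YPEG for 48 hours at 37C.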
MBNL1-CUG inh: inhibitors of human MBNL1 binding to CUG repeat RNA; Q9NR56; 0.036% of 280,000 active; TR-FRET MBNL1-His/biotin-(CUG)12 binding, 665/545 ratio; AID 2675; Potency, µM (series often up to 57.5 µM), inactives show top-dose activity change, negative = inhibition, usual class: inhibitors; active means well fitted inhibition curve with a large enough effect in the signal ratio, with a control signal flat, not every such curve was filed as active; inconclusive means small, poorly fitted or top-dose-only effect, or effect the other way, or a change in a side signal; inactive means no such curve, though single readings can be large or run the other way; the % refers to the signal ratio; further: potency means the concentration at half of the fitted maximal effect; on the % scale 0 is the no-effect control and ±100 the full control effect
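Ratiometric TR-FRET (665 over 545 nm, excitation 340 nm) tracks disruption of MBNL1-His/biotin-(CUG)12 complex after 60 min at room temperature, with compounds at 92 nM to 58 uM final.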
Integrin act MD: activates integrin-mediated alleviation for muscular dystrophy. alpha7betagal myoblasts, beta-gal FDG fluorescence, 48 h. 0.064% of 350,000 active. Potency, µM (top dose mostly 38.3 µM), inactives show at the highest dose activation, usual class: activators;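 further: potency means the concentration at half of the fitted maximal effect; 100% = response of the positive control SU9516; nearly all actives have a fitted effect of over 60% in size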
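Alpha7betagal+/- myoblasts (passage 13) were plated 16-24 hr, then exposed to compounds (1:260 dilution of DMSO stock) for 48 hours at 37C. After MPER lysis, β-galactosidase reporter activity was read as FDG fluorescence (ex 480/em 540) after 30 minutes.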
ASM inhibitor: human S-ASM enzyme inhibition; P17405; placental ASM, HMU-PC fluorogenic substrate, 60 min; Potency, µM (series often up to 57.5 µM), without a hit: top-dose activity change, negative = inhibition, most hits filed as inhibitors; 0.006% of 340,000 active; AID 504937; further: potency means the concentration at half of the fitted maximal effect
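Human placenta-derived ASM preincubated with compound 10 min at room temperature, then reacted with 9 uM (final) fluorogenic HMU-PC substrate for 60 min at 37 C. Stop solution raises pH to 10; fluorescence read at Ex 386/Em 447 nm.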
AT treatment: potential ataxia-telangiectasia treatments restoring KAP-1 phosphorylation; […] A-T fibroblasts, KAP-1 phosphorylation AlphaLISA; neocarzinostatin DNA damage 30 min before lysis; 0.19% of 320,000 active; Potency, µM (highest dose often 57.5 µM), for the others: at the top dose activation, hits mostly activators; further: potency means the concentration at half of the fitted maximal effect; % of control where 0% means no effect; nearly all actives have a fitted effect of over 45% in size
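hTERT-immortalized A-T patient fibroblasts ([…]), 500 cells/well in OPTI-MEM, 1% FBS, got compounds for 60 min, then NCS for 30 min at 37C. Lysates were then assayed for phospho-KAP-1 by AlphaLISA (anti-pKAP1 donor, anti-KAP1 acceptor beads), 6 hr at 25C.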
* marks the source's active call; other numbers are inactive results; u = inconclusive; x = not tested or not shown; [ ] = dose if it differs, or a comment. Unless noted, the call rests on the fitted dose curve; in most records, active means well fitted curve in the direction sought with a large enough effect; inconclusive means small, poorly fitted or top-dose-only effect, or another doubt; inactive means no such curve, though single readings can be large; an effect the other way counts as inactive or inconclusive. Not all compounds are listed. The share of hits here may be higher or lower than overall.

entry	SMILES	Menin MLL FP TR	MLL CXXC-DNA inh	TSHR antagonist	TSG101-PTAP inh	TCR activator
1	COC(=O)C(C)(C)c1cccnc1C#N	x	x	x	-2%	2%
2	COc1cc(=O)oc(CCC(C)O)c1C (stereo not drawn)	x	x	11	-3%	-2%[46.1 µM]
3	CCC1=NN2C(=N)/C(=C\c3ccc(OCCOc4ccc(NC(C)=O)cc4)c(OC)c3)C(=O)N=C2S1	u	-15%	-11	-2%	-3%
4	COc1ccccc1-c1sc2ccccc2c1-c1ccc(Br)nc1	x	x	48	x	8%
5	CCOc1ccc(CCNC(=O)c2cccc(S(=O)(=O)N3CCCC3)c2)cc1OCC	x	x	-24	-3%	1%
6	CCCS(=O)(=O)N1CCCC(C(=O)NCCN2CCC(Cc3ccccc3)CC2)C1 (stereo not drawn)	10%	-2%	-4	2%	3%
7	CC(/C=C1\SC(=S)N(NC(=O)c2ccc(O)cc2)C1=O)=C\c1ccccc1	u	2%	-20	-6%	4%[46.1 µM]
8	Cc1oc2ccc(O)c(CN(C)C)c2c1C(=O)c1ccccc1	u	3%	-23	-1%	7%
9	O=C(Nc1nc(-c2cc(Cl)sc2Cl)cs1)c1ccccc1	-5%	8%	-34	-2%	6%
10	COC(=O)c1cc2occc2n1CC(=O)Nc1cc(OC)cc(OC)c1	-30%	-8%	11	-1%	x
11	Cc1cccc(C)c1NC(=O)CN(C)C(=O)C(c1ccccc1)c1ccccc1	5%	-3%	4	-3%	-1%[46.1 µM]
12	CC(C)NC(=O)NC(=O)COC(=O)c1ccc(S(=O)(=O)Nc2ccccc2)cc1	0%	1%	-5	0%	0%
13	O=C(O)c1ccccc1/C=N/NC(=O)c1cc(-c2ccco2)nc2ccccc12	x	3%	-6	-3%	-5%
14	COc1ccc(C(=O)C(OC(=O)c2ccccc2Cl)c2ccccc2)cc1 (stereo not drawn)	9%	0%	3	-1%	-2%[46.1 µM]
15	Cc1cc2c(cc1C)C(c1cccc(F)c1)CC(=O)N2 (stereo not drawn)	-10%	16%	17	1%	8%

entry	Mito fusion yeast	MBNL1-CUG inh	Integrin act MD	ASM inhibitor	AT treatment
1	x	x	-1%	4%	x
2	x	x	9%	3%	0%[11.5 µM]
3	-4%	-7%	-10%	-3%	4%
4	u	x	21%	-9%	-2%
5	-11%	x	-26%	-1%	3%
6	-2%	-3%	-10%	4%	-6%
7	-36%[inhibitor]	-10%	-13%	-23%	-4%
8	26%	-20%	-18%	-1%	2%
9	16%	-7%	2%	u	9%
10	1%	-2%	-3%	4%	1%
11	0%	x	-21%	5%	-3%
12	4%	-5%	15%	1%	-2%
13	3%	x	12%	92%[activator]	-14%
14	23%	u	4%	-2%	2%
15	2%	4%	-28%	-2%	0%

Additional entries follow.
entry	SMILES	Menin MLL FP TR	MLL CXXC-DNA inh	TSHR antagonist	TSG101-PTAP inh	TCR activator
16	COc1cc(CNc2ccc(C(=O)O)cc2)cc(Br)c1OCC(=O)NC(C)(C)C	7%	-4%	-5	-4%	-3%[46.1 µM]
17	CCc1c(C(=O)NNC(=S)NCc2ccccc2)csc1C	-1%	16%	6	0%	1%[46.1 µM]
18	O=C(Cn1c(=O)oc2cc(S(=O)(=O)N3CCCC3)ccc21)N1CCc2ccccc2C1	-2%	14%	3	3%	0%
19	CC(=O)N1CCN(c2ccc(NC(=O)c3ccc(Cl)c([N+](=O)[O-])c3)cc2)CC1	12%	-24%	5	-2%	3%
20	CC(=O)c1c2c3c(c(Br)ccc3n(C)c1=O)C(=O)c1ccccc1-2	x	-6%	-13	-12%	3%
21	COc1ccc(-n2c(SC3CCOC3=O)nc3ccccc32)cc1 (stereo not drawn)	-9%	-2%	-2	-5%	-6%
22	CC(=O)N1c2ccccc2Oc2cc3ccccc3cc21	6%	3%	-6	-2%	-1%[46.1 µM]
23	Cc1ccccc1CN1CCN(c2ccc(S(=O)(=O)N3CCCC3)cn2)CC1	x	x	-20	1%	-4%
24	O=C(CN1CCOCC1)N/N=C/C(Br)=C\c1ccccc1	1%	13%	-8	0%	x
25	CCOc1ccc(NC(=O)CC(NC(C)=O)c2ccccc2)cc1S(=O)(=O)N1CCCC1 (stereo not drawn)	x	x	-2	-4%	x

entry	Mito fusion yeast	MBNL1-CUG inh	Integrin act MD	ASM inhibitor	AT treatment
16	8%	-2%	2%	-13%	-3%
17	-4%	-11%	-6%	-2%	-3%
18	0%	-9%	1%	-1%	2%
19	-3%	u	-13%	-4%	-6%
20	21%	u	0%	-13%	-2%
21	0%	4%	6%	-6%	9%
22	30%	x	7%	48%[activator]	3%
23	4%	x	-16%	0%	3%
24	4%	u	-59%[inhibitor]	-2%	0%
25	-1%	x	8%	-2%	5%

Given in transposed form: entries from further up
(16) COc1cc(CNc2ccc(C(=O)O)cc2)cc(Br)c1OCC(=O)NC(C)(C)C
(17) CCc1c(C(=O)NNC(=S)NCc2ccccc2)csc1C
(18) O=C(Cn1c(=O)oc2cc(S(=O)(=O)N3CCCC3)ccc21)N1CCc2ccccc2C1
(19) CC(=O)N1CCN(c2ccc(NC(=O)c3ccc(Cl)c([N+](=O)[O-])c3)cc2)CC1
Screen / compound no.,16,17,18,19
Menin MLL FP TR,7%,-1%,-2%,12%
MLL CXXC-DNA inh,-4%,16%,14%,-24%
TSHR antagonist,-5,6,3,5
TSG101-PTAP inh,-4%,0%,3%,-2%
TCR activator,-3%[46.1 µM],1%[46.1 µM],0%,3%
Mito fusion yeast,8%,-4%,0%,-3%
MBNL1-CUG inh,-2%,-11%,-9%,u
Integrin act MD,2%,-6%,1%,-13%
ASM inhibitor,-13%,-2%,-1%,-4%
AT treatment,-3%,-3%,2%,-6%

From PubChem
